Mcl1 Bid PPI – Mcl-1/Bid binding inhibitors, primary screen, biochemical, TR-FRET, 1536-well | Induced myeloid leukemia cell differentiation protein Mcl-1 (Homo sapiens), Q07820 | TR-FRET Mcl-1/Bid-Dy647 peptide binding | inhibition, % at 21.7 µM | actives 0.97% (n = 220,000) | AID 1021, 2008;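 active = compounds that cut the binding signal by more than half at the single screening dose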;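 also: His-tagged Mcl-1 with europium anti-His antibody binding Bid BH3 peptide; 0% = Mcl-1 plus peptide wells and 100% = peptide-only wells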
Target sequence (Q07820 whole entry, looked up): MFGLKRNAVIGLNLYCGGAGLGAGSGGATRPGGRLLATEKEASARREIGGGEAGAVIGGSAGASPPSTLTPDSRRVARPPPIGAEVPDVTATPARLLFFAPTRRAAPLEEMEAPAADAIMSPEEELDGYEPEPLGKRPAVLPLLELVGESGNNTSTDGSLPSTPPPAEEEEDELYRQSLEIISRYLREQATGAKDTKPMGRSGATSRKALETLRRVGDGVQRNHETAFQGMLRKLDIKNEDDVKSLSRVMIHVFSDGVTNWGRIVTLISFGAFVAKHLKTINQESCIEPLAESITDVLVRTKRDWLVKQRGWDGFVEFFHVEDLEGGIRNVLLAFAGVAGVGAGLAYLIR
Avidin bead fluor – green autofluorescence of compounds with avidin beads – biophysical, 488/530 nm, flow cytometry, artefact control, profiling panel. compound fluorescence 488/530 nm; active compounds read high. fluorescence (KMESF) at 10 µM. actives 0.38% (n = 220,000). AID 1775, 2009; in the data active = fluorescence above about 47; also: inactives centre near 10
Mcl-1 Bim block – inhibitors of Bim peptide binding to Mcl-1, primary screen, biochemical, bead-based flow cytometry, multiplex | Bim peptide-Mcl-1 binding | Induced myeloid leukemia cell differentiation protein Mcl-1 (Homo sapiens), Q07820 | AID 1009, 2008 | actives 0.1% (n = 190,000) | inhibition, % at 10 µM; in the data active = inhibition above about 40%;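 also: 0% = no compound tracer wells and 100% = peptide blocker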
Pf gamet viab – late stage P. falciparum gametocyte viability inhibitors, primary screen, ATP luminescence, HTS; inhibition, % at 10.9 µM; actives 0.065% (n = 150,000); AID 743093, 2013; P. falciparum stage V gametocytes, 24 h;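 active = inhibition above the mean plus 3 SD of compounds within the control limits, set per campaign, cut at about 38% in these data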;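 also: 0% = DMSO wells and 100% = medium only without gametocytes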
Cdc42 wt – modulators of GTP binding to wildtype Cdc42, primary screen, biochemical, multiplex bead flow cytometry, Bodipy-GTP. Cell division control protein 42 homolog (Homo sapiens), P60953. GST-Cdc42 beads; actives lie on both sides. percent activity (GTP binding), % at 10 µM. actives 0.2% (n = 190,000). AID 761, 2007;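 active = percent activity GTP binding at least 20 points away from the 100% baseline, either down as inhibitor or up as activator; inconclusive = compound flagged as likely green fluorescent from well-wide comparison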;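 also: median bead fluorescence of bound Bodipy-FL-GTP at 100 nM; 0% = excess unlabeled GTP control and 100% = no compound control; below 100% means less GTP binding so inhibitor and above means activator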
Target sequence (P60953 whole entry, looked up): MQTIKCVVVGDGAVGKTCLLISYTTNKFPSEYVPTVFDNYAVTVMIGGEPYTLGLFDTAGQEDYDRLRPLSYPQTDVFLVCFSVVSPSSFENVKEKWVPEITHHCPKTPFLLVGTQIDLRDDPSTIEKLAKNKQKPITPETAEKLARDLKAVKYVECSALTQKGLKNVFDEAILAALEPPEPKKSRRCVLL
HRas wt GTP bind – modulators of GTP binding to HRas wildtype, primary screen, biochemical, bead-based flow cytometry, multiplex | GST-Ras wt beads, Bodipy-FL-GTP binding; actives lie on both sides | GTP binding activity, % at 10 µM | actives 0.14% (n = 190,000) | AID 759, 2007;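 active = GTP binding activity at least 20% away from the 100% baseline, either lowered as inhibitor or raised as activator; inconclusive = flagged as likely green fluorescent, judged across all proteins in the well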;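 also: 0% = unlabeled GTP competition control and 100% = no-compound control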
Target sequence (P01112 whole entry, looked up): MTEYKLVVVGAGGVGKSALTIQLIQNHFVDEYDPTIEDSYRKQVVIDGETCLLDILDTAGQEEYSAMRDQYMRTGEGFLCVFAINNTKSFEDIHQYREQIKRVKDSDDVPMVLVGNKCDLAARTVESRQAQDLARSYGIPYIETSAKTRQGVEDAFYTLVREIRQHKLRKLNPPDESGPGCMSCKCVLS
Rab2A wt mod – modulators of GTP binding to Rab2A wildtype, primary screen, biochemical, dog, bead-based flow cytometry, multiplex; AID 760, 2007; GST-Rab2 wt beads, Bodipy-GTP binding; actives 0.19% (n = 190,000); Ras-related protein Rab-2A (Canis lupus familiaris), P61105; GTP binding activity, % at 10 µM;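 active = GTP binding activity at least 20 points away from 100%, either lowered or raised; inconclusive = signal likely due to the compound's own green fluorescence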;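 also: 0% = beads with excess unlabeled GTP and 100% = no-compound control corrected for plate trend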
Rab7 wt GTP bind – modulators of GTP binding to Rab7, primary screen, biochemical, wildtype, multiplex bead flow cytometry | GTP binding activity (percent of control), % at 10 µM | AID 758, 2007 | actives 0.055% (n = 190,000) | Rab7 GTPase wild type (dog), Bodipy-FL-GTP binding | GST-Rab7 beads, fluorescent GTP binding; actives lie on both sides; untreated = 100%, excess cold GTP = 0%;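 active = fluorescent GTP binding to Rab7 beads changed by at least 20 points from the 100% baseline, either direction, mostly lower; inconclusive = compound itself probably fluorescent, or too few beads counted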;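 also: median green fluorescence of bound Bodipy-FL-GTP per Rab7 bead population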
Rac1 mut GTP – GTP binding modulators of activated mutant Rac1, primary screen, biochemical, bead-based flow cytometry, multiplex, fluorescent GTP | GST-Rac1 activated beads; actives lie on both sides; 100% means binding = to untreated wells | percent activity (GTP binding), % at 10 µM | actives 0.11% (n = 190,000) | Ras-related C3 botulinum toxin substrate 1 (Homo sapiens), P63000;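 active = GTP binding at least 20 percentage points away from the 100% baseline, in either direction, so actives lie on both sides; inconclusive = Compound likely fluorescent itself, or too few beads counted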
Rac1 wt modul – wildtype Rac1 GTP binding modulators, primary screen, biochemical, GST-Rac1 beads, flow cytometry, multiplex; Ras-related C3 botulinum toxin substrate 1 (Homo sapiens), P63000; fluorescent GTP binding; actives lie on both sides; 0 = cold GTP competed, 100 = untreated; GTP binding activity (% of control), % at 10 µM; actives 0.27% (n = 190,000); AID 757, 2007;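 active = GTP binding activity at least 20 points away from the 100% control level, either lower or higher; inconclusive = compound flagged as likely green fluorescent, judged across all proteins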
Mcl1 Noxa PPI – Mcl-1/Noxa binding inhibitors, primary screen, biochemical, TR-FRET, 1536-well. actives 1.5% (n = 220,000). inhibition, % at 21.7 µM. Induced myeloid leukemia cell differentiation protein Mcl-1 (Homo sapiens), Q07820. TR-FRET Mcl-1/Noxa peptide binding, 2 h;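 active = compounds that cut the protein-peptide binding signal by more than 50% relative to plate controls in a single-dose test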;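 also: His-tagged Mcl-1 with rhodamine Noxa BH3 peptide and terbium anti-His antibody; 0% = Mcl-1 plus Noxa peptide wells and 100% = peptide-only wells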
Active calls of the source: *; ? = inconclusive; / = not tested or not shown.

SMILES	Pf gamet viab	Rac1 mut GTP	Mcl1 Noxa PPI	Rab7 wt GTP bind	Cdc42 wt	Avidin bead fluor	Mcl1 Bid PPI	Rac1 wt modul	HRas wt GTP bind	Rab2A wt mod	Mcl-1 Bim block
CN(C(=O)COC(=O)c1ccc(=O)n(Cc2ccccc2)n1)c1ccccc1	17	96	-8	101	96	9	-10	100	98	97	0
CCC(=O)Nc1ccc(C(=O)CSc2nc3ccccc3cc2CC)cc1	-3	92	22	93	92	5	-2	92	93	94	-2
CCOc1ccc(C2CC(=O)NC3=C2C(=O)CCC3)cc1 (centres undefined)	18	99	2	103	102	8	-17	108	101	103	-2
COc1ccc(-n2c(SCC(=O)Nc3nccs3)nc3sc4c(c3c2=O)CCN(C)C4)cc1	/	101	41	104	102	10	19	105	101	103	-2
Cc1ccc(-n2nnnc2CN2CCCCC2)cc1	-6	96	2	95	98	10	-7	97	96	96	2
Fc1cccc(Cc2noc(CN3CCCCC3CCc3ccccn3)n2)c1 (centres undefined)	-3	95	-7	94	96	6	-69	98	96	97	1
COc1ccccc1-c1nnc(NC(=O)C(C)SC2=NCCS2)s1 (centres undefined)	/	95	7	93	93	5	3	93	93	94	1
CCC(=O)NC(C)C(c1cccs1)N1CCN(Cc2ccccc2)CC1 (centres undefined)	/	100	19	100	98	10	-18	102	100	99	0
O=C(COC(=O)c1ccc(S(=O)(=O)N2CCCC2)cc1)Nc1ccc(F)cc1F	9	96	8	105	98	26	-5	99	101	101	0
COc1ccc(-c2nnc(COc3ccc4ccccc4c3)o2)cc1OC	-5	91	1	100	93	19	5	96	97	98	-2
COc1ccc(CC2(CO)CCN(CC3=Cc4cc(Cl)ccc4OC3)CC2)cc1	7	96	11	96	97	7	7	94	94	95	0
CCO[C@@H]1OC(C(=O)N2CCN(Cc3ccccc3)CC2)=C[C@H](c2cn(C(C)=O)c3ccccc23)[C@H]1CCCO	11	96	11	96	96	7	2	99	96	94	-2
C/C(=N\NC(=S)NCc1ccccc1)c1ccc(Br)cc1	15	97	1	91	95	11	-41	94	96	95	-3
CCCCSc1nc(C)c(C(C)=O)cc1C#N	/	101	-6	98	104	8	1	105	101	98	1
Cc1onc(-c2c(F)cccc2Cl)c1C(=O)NCC1COc2ccccc2O1 (centres undefined)	/	96	-7	97	101	13	-19	105	101	99	1
Cc1ccccc1CN1CCN(Cc2ccccc2C(F)(F)F)CC1	/	99	5	91	101	14	-7	99	101	103	0
O=C(Cn1nnc(-c2ccccc2)n1)Nc1ccc2c(c1)OCO2	12	91	21	92	96	29	-1	95	95	94	-3
O=c1[nH]c2cc3c(cc2cc1CN(CCc1ccccc1)Cc1nnnn1C1CCCC1)OCCO3	/	99	8	100	101	33	2	104	100	101	0
Cc1cc(C)nc(N2CCCC(C(=O)NCCC3=CCCCC3)C2)n1 (centres undefined)	8	97	9	95	100	9	-12	105	97	97	-1
N#CC1=C(N)Oc2cc(O)ccc2C1c1ccncc1 (centres undefined)	0	100	7	100	101	12	-23	100	99	99	-11
CCOC(=O)c1nc(NCc2cccc(OC)c2)c2ccccc2n1	4	96	24	102	92	9	-28	97	97	95	1
Cn1c(SCC(=O)N2CCN(C(=O)c3ccco3)CC2)nnc1-c1ccc(NS(C)(=O)=O)cc1	-1	94	9	95	96	12	-13	99	95	96	5
Clc1ccc(/C=C/c2ncc3ccccn23)cc1	/	96	16	98	94	7	-27	100	97	100	6
CC1CC(C)CN(CCCNC(=O)Cc2c(C(=O)O)[nH]c3ccccc23)C1 (centres undefined)	/	?	15	?	?	11	-14	?	?	?	0
CCOc1ccccc1N1CCN(Cc2ccc(Br)s2)CC1	-30	99	21	103	103	23	16	100	101	99	-3
Cc1cc(CC(C)C)n(-c2nc3ccccc3c(=O)n2OCc2ccccc2)n1	16	97	-2	100	97	4	-8	98	98	96	0
COc1ccc(C)cc1S(=O)(=O)N1CCC(C(=O)N2CCOCC2)CC1	24	98	2	95	99	9	3	99	98	94	0
CC(C)(C)n1nnnc1C(c1cccc(C(F)(F)F)c1)N1CCOCC1 (centres undefined)	-4	98	3	103	97	14	-24	102	98	102	-6
CCc1c(O)nc(SCC(=O)Nc2ccccc2C)[nH]c1=O	3	98	13	102	102	11	-33	98	100	102	0
O=C(COC(=O)c1cccc(F)c1)NC1CC1	2	97	10	103	101	13	-3	107	97	102	-2
COc1cc(S(=O)(=O)N2CCOCC2)ccc1NC(=O)CSc1nnc(N)s1	/	97	8	104	100	5	-13	102	102	101	-3
O=C(CCCCCCN1C(=O)c2ccccc2C1=O)NC1CCCCC1	/	98	0	96	99	3	-3	105	99	99	-7
CCCCNC(=O)NS(=O)(=O)c1ccc(NS(=O)(=O)c2ccccc2)cc1	/	97	-4	100	99	27	-5	102	100	98	0
Cc1ccc(CCNS(=O)(=O)c2cnc[nH]2)cc1	/	98	-3	101	102	11	-17	104	102	99	-4
CCN(CC)CCCC(C)NC(=O)c1cc(=O)c2ccccc2o1 (centres undefined)	-22	97	9	103	97	9	-4	98	98	99	-2
CCC(C)n1cnc2c(=O)oc3ccccc3c21 (centres undefined)	/	99	16	99	102	9	-6	103	100	100	0
O=C(O)COc1ccccc1Cc1ccccc1	/	99	27	99	99	17	-9	102	98	98	-2
CN(C)S(=O)(=O)c1cccc(NC(=O)CN2C(=O)C3C4C=CC(C4)C3C2=O)c1 (centres undefined)	-3	105	5	96	98	18	-18	102	100	100	-3
CCOC(=O)NC(=O)CSc1ccc2ccccc2n1	22	94	4	89	92	11	-15	94	95	95	0
N#Cc1cn(CC(=O)O)c2ccccc12	/	98	6	94	99	11	-21	99	99	99	0
Cc1nc(-c2cccc(NC(=O)Cc3ccccc3)c2)cs1	/	98	11	96	93	11	-12	98	95	95	-3
COc1ccc(NC(=O)CCCCn2c(=O)[nH]c3ccccc3c2=O)cc1	10	97	-8	99	99	38	-4	97	100	99	-1
CCOC(=O)CCC(NC(=O)CCCCCCCC(=O)NC(CCC(=O)OCC)C(=O)OCC)C(=O)OCC (centres undefined)	-69	98	1	99	99	12	-2	100	98	101	-3
O=C(O)CCNS(=O)(=O)c1ccc(Oc2ccccc2)cc1	8	99	1	105	99	15	-15	108	104	100	0
CC(C)(C)NC(=O)CSc1nnc(Cc2ccccc2)n1CC1CCCO1 (centres undefined)	-58	96	5	104	97	14	-48	99	100	100	-1
CCCN(CCC)c1nc(Cl)nc(NCc2ccco2)n1	/	94	12	95	96	8	3	97	98	95	-5
CCOC(=O)NC(=O)/C(C=Nc1ccc(Cl)cc1)=C(\C)O	/	97	7	97	97	11	-19	100	97	96	0
COc1ccc2oc(C(=O)c3ccccc3)c(N)c2c1	/	98	15	100	98	13	-44	99	99	99	1
CC(=O)c1c(C)[nH]c(C(=O)OCC(=O)N2c3ccccc3NC(=O)C2(C)C)c1C	-8	102	13	99	103	12	-23	106	101	98	-1
Cc1nc(NCc2ccco2)nc2c1C(=O)CC(C)C2 (centres undefined)	-10	93	/	92	95	10	-22	92	95	93	-8
O=C(O)/C=C/C(=O)NCc1ccccn1	20	98	-2	104	101	13	-18	99	97	99	-2
O=C(COC(=O)Cc1ccccc1F)Nc1cc(S(=O)(=O)N2CCOCC2)ccc1N1CCCC1	11	96	3	102	102	7	2	100	100	96	-2
CN(C)/C=C/c1oc2ccc(O)cc2c1[N+](=O)[O-]	-39	94	25	96	93	21	-70	92	93	92	-2
O=C(NNC(=S)Nc1ccccc1)c1ccncc1	/	98	20	99	101	13	-58	101	102	102	0
COc1cc2cc(C)c3nnc(SCC(=O)Nc4cc(C)on4)n3c2cc1OC	/	?	4	?	?	9	-38	?	?	?	4
COc1cccc(C(=O)CC(C(=O)O)c2ccc(F)cc2)c1 (centres undefined)	-1	90	-10	95	92	12	-3	92	92	95	1

(next part)
SMILES	Pf gamet viab	Rac1 mut GTP	Mcl1 Noxa PPI	Rab7 wt GTP bind	Cdc42 wt	Avidin bead fluor	Mcl1 Bid PPI	Rac1 wt modul	HRas wt GTP bind	Rab2A wt mod	Mcl-1 Bim block
Cc1noc(/C=C/c2cccs2)c1S(=O)(=O)N1CCC(C(=O)NCCCN2CCC(C)CC2)CC1	8	100	3	97	99	6	-17	101	100	99	23
Nc1c(S(=O)(=O)c2ccccc2)c2nc3ccccc3nc2n1CCN1CCOCC1	/	100	28	95	101	5	-11	103	100	97	-2
CCOC(=O)NC(=O)c1cn(N(C)c2ncc(C(F)(F)F)cc2Cl)c(=O)[nH]c1=O	/	94	9	92	94	12	-24	98	95	91	-2
CCN(CC)S(=O)(=O)c1ccc(OC)c(NC(=O)c2cc(=O)[nH]c3ccccc23)c1	/	98	34	101	97	12	0	104	99	97	1
COCCN1Cc2cccc(C(=O)NCc3ccc4c(c3)OCO4)c2C1=O	8	100	13	104	104	6	8	105	103	104	-5
COc1ccccc1OCCC(=O)OCC(=O)NCc1ccccc1	-20	97	6	100	100	8	0	104	101	97	-1
Cn1c(=O)cc(NCc2ccccc2)[nH]c1=O	/	101	18	102	100	4	-9	107	103	102	0
CN(c1cc(=O)n2ccccc2n1)C1CCCCC1	/	100	-13	96	101	15	-58	101	101	100	0
CCn1cc(/C=C/C(=O)Nc2ccn(Cc3c(F)c(F)cc(F)c3F)n2)cn1	/	101	54*	104	103	4	7	109	102	100	-8
CNc1oc(C)nc1S(=O)(=O)c1ccc(C)cc1	19	101	10	103	106	13	-46	105	104	103	-1
CCOC(=O)c1c(NC(=O)c2nn(C)cc2[N+](=O)[O-])sc(C)c1C	-36	99	7	91	99	12	-30	104	97	96	2

An unsorted share of the library, and some 2.7% of all compounds hit somewhere here.
